Bioassay records deposited in PubChem BioAssay by National Center for Advancing Translational Sciences (NCATS).
Pol iota inh: inhibitors of human DNA polymerase iota; Q9UNA4; Pol iota fluorescent replication assay, 10 min; Potency, µM (titrated, usually from 115 µM), for the others: top-dose activity, negative = inhibition, hits mostly inhibitors; actives 1% (n = 390,000); AID 588590
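Pol iota at 10 nM preincubated 15 min with compounds at room temperature; reaction started with fluorescent substrate, 50 nM final. Fluorescence read kinetically at 0 and 10 min; buffer-only wells as negative control.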
APEX1 inh: APE1 (human) endonuclease inhibition; P27695; recombinant APE1, TAMRA/BHQ-2 abasic DNA cleavage fluorescence; Potency, µM (doses to about 65.8 µM), inactives show at the highest dose activity change, negative = inhibition, most hits filed as inhibitors; actives 0.35% (n = 350,000); AID 2517;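 note: plate controls were vehicle for no effect and reference inhibitor for full effect; nearly all actives have a fitted effect of over 55% in size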
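Substrate: short duplex with […] THF abasic site, 5'-TAMRA and 3'-BHQ-2, 50 nM final. APE1 at 0.75 nM, preincubated 15 min RT with compound. Fluorescence increase from first to third read measured activity.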
BAZ2B inh: inhibitors of human BAZ2B bromodomain | Q9UIF8 | AlphaScreen BAZ2B-H3K14Ac peptide displacement | Potency, µM (top dose mostly 114 µM), for inactives: at the top dose activity change, negative = inhibition, hits mostly inhibitors | actives 4.4% (n = 360,000) | AID 504333; note: % is set by controls: 0 for no effect and ±100 for the full control effect; nearly all actives have a fitted effect of over 60% in size
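AlphaScreen displacement of biotin-H3(5-23)K14Ac peptide (50 nM final) from BAZ2B (50 nM final) in PBS pH 7.4, 0.01% Tween-20; complex preformed 30 min RT, then compounds (top 110 uM) 30 min RT, beads 20 min dark.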
BLM helicase inh: inhibitors of human Bloom syndrome helicase BLM | P54132 | recombinant BLM DNA unwinding, fluorescence dequenching | Potency, µM (highest dose often 56.1 µM), inactives show at the top dose activity change, negative = inhibition, most hits filed as inhibitors | actives 0.2% (n = 350,000) | AID 2528;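 note: plate controls were vehicle for no effect and no enzyme for full effect; nearly all actives have a fitted effect of over 35% in size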
Target sequence (P54132 whole entry, looked up): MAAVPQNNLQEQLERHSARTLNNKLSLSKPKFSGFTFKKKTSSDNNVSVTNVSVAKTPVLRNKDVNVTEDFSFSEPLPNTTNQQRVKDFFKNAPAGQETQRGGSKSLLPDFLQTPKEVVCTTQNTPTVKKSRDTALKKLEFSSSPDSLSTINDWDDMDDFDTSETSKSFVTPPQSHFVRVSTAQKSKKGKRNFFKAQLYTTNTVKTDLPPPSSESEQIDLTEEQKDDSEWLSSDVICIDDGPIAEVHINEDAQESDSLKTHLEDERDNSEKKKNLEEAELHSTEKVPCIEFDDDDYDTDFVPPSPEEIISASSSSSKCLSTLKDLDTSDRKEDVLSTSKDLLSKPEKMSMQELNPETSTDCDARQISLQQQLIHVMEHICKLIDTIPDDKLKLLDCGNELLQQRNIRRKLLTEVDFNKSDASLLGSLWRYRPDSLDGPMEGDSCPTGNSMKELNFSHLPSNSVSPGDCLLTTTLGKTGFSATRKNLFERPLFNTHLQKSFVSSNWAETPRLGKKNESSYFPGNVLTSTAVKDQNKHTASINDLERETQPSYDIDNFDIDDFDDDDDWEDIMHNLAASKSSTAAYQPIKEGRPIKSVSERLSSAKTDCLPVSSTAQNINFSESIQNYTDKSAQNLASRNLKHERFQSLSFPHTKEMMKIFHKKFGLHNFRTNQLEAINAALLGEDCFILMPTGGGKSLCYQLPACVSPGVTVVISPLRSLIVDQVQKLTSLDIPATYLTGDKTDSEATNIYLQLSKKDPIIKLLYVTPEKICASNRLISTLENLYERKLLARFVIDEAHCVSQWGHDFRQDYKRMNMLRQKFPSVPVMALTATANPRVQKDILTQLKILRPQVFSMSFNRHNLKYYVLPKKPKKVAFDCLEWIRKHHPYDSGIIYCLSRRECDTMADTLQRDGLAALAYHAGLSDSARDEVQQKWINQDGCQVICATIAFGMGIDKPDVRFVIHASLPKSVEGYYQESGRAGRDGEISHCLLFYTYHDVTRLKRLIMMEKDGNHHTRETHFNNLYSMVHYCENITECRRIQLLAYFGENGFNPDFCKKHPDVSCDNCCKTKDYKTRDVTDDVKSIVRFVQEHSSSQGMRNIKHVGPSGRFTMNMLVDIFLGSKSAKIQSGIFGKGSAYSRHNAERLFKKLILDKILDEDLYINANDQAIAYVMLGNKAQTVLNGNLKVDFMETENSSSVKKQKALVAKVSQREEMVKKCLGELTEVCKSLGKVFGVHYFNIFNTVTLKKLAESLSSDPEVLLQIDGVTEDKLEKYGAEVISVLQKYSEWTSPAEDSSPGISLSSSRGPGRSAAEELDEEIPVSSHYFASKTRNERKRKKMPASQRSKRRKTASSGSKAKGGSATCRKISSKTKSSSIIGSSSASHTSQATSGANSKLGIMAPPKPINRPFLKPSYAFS
Pol beta inh: inhibitors of human DNA polymerase beta. Potency, µM (top dose mostly 114 µM), inactives show top-dose activity change, negative = inhibition, actives largely listed as inhibitors. Pol beta primer extension/strand displacement, fluorescence kinetic. actives 1.3% (n = 340,000). P06746. AID 485314; note: % is set by controls: 0 for no effect and ±100 for the full control effect
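Reaction started by 50 nM substrate onto compound-treated Pol beta (10 nM, 15 min preincubation, room temperature); plates read at 0 min and 10 min. Normalized concentration-effect data fitted by four-parameter Hill equation.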
JMJD2A Tudor inh: blocks the human JMJD2A Tudor domain; AID 504339; Potency, µM (top dose mostly 114 µM), for inactives: top-dose activity change, negative = inhibition, actives largely listed as inhibitors; O75164; actives 4.4% (n = 390,000); AlphaScreen JMJD2A-Tudor / H3K4me3 peptide binding; note: % is set by controls: 0 for no effect and ±100 for the full control effect; nearly all actives have a fitted effect of over 50% in size
G9a inh: inhibitors of human histone lysine methyltransferase G9a; G9a H3K9 monomethylation, AlphaScreen, 2 h; actives 8.8% (n = 350,000); Potency, µM (doses to about 102 µM), for inactives: at the top dose activity, negative = inhibition, most hits filed as inhibitors; Q96KQ7; note: % is set by controls: 0 for no effect and ±100 for the full control effect; nearly all actives have a fitted effect of over 75% in size
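G9a (20 nM) was preincubated 15 min with compound, then reacted 2 h at room temperature with 500 nM biotin-H3K9 peptide and 20 µM SAM. Monomethyl-H3K9 detected by AlphaScreen using anti-H3K9me1 antibody.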
POLK inh: inhibitors of human DNA polymerase kappa | purified Pol kappa, fluorescent DNA synthesis assay, 10 min | Potency, µM (highest dose often 107 µM), without a hit: top-dose activity, negative = inhibition, hits mostly inhibitors | actives 0.53% (n = 400,000) | AID 588579 | Q9UBT6; note: % is set by controls: 0 for no effect and ±100 for the full control effect
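10 nM Pol kappa was preincubated with compounds for 15 min at room temperature. Reaction started with 50 nM (final) substrate. Fluorescence read kinetically at 0 and 10 min.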
Pol eta inh: blocks human DNA polymerase eta activity. recombinant Pol eta, fluorescent DNA replication assay. Potency, µM (doses to about 114 µM), inactives show top-dose activity change, negative = inhibition, hits mostly inhibitors. actives 1.2% (n = 390,000). AID 588591; note: % is set by controls: 0 for no effect and ±100 for the full control effect
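Pol eta at 10 nM preincubated with compounds 15 min at room temperature; reaction started with fluorescent substrate (50 nM final) and read kinetically at 0 and 10 min.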
Active calls of the source: *; ? = inconclusive; nt = no result given; [ ] = dose if it differs, or a comment. Calls come from the whole dose curve; as a rule, active = well fitted curve in the direction sought with a large enough effect; inconclusive = small, poorly fitted or top-dose-only effect, or another doubt; inactive = no such curve, though single readings can be large; an effect the other way counts as inactive or inconclusive. Potency is the fitted concentration of half-maximal effect. The list is partial; rates above refer to the full screens.

compound	JMJD2A Tudor inh	APEX1 inh	POLK inh	Pol iota inh	BLM helicase inh	G9a inh	BAZ2B inh	Pol eta inh	Pol beta inh
Oc1ccccc1/C=N/NC(=S)NC1CC2CC1C1C=CCC21 (configuration not stated)	?	-1%	-9%	207%[activator]	-17%	-30%	-35%	-29%	-11%
O=C(O)c1ccc2c(c1)N(Cc1ccc(F)cc1Cl)C(=O)c1ccccc1S2	-2%	nt	9%[60.1 µM]	-11%	1%	-1%[59 µM]	-2%	-18%	3%
O=C(CCc1ccc(S(=O)(=O)N2CCOCC2)cc1)Nc1ccccc1F	-2%	-11%	3%	25%	nt	nt	nt	-11%	nt
COC(=O)c1cc2oc3ccccc3c2n1CC(=O)Nc1ccc(C)cc1C	-12%	nt	0%	-13%	-3%	-28%[59 µM]	-6%	-5%	-1%
O=C(C[C@@H]1C/C=C/CC[C@H](Cc2ccc(F)cc2)C(=O)O[C@H](c2ccccc2)CNC1=O)NCCO	-10%	6%	-15%	13%	nt	nt	nt	-16%	nt
CCN(CC)C(=O)c1cccc(NC(=O)CC23CC4CC(CC(C4)C2)C3)c1	-19%	-2%	1%	105%[activator]	-4%	?	-2%	-21%	14%
O=C(NCCC(=O)N1CCCCC1)c1ccccc1Cl	-9%	6%	3%	44%[activator]	-1%	22%	-1%	-10%	105%
Cc1noc(Cn2c(=O)c3cc4c(cc3n(CC(=O)Nc3ccccc3F)c2=O)OCO4)n1	-8%	nt	-2%	6%	-2%	-4%[59 µM]	-15%	-5%	21%
O=C1CCCCC1Nc1ccc([N+](=O)[O-])cc1 (configuration not stated)	-19%	nt	-9%	10%	nt	nt	nt	-3%	nt
O=C(O)C1C2CCC(O2)C1C(=O)Nc1ccc(O)cc1 (configuration not stated)	12%	1%	-4%	2%	?	?	-14%	-14%	10%
O=C(Nc1ccc(F)cc1F)c1cc2ccc3cccnc3c2[nH]1	?	nt	-42%	?	-5%	-32%[59 µM]	-2%[57.1 µM]	-9%	18µM*
CCOC(=O)c1cncc(C#CCOC(=O)Nc2ccc(OC(F)(F)F)cc2)c1	-12%	6%	-9%	39%[activator]	0%	-30%	-12%	-18%	5%
O=C(NCCO)/C(=C/c1ccco1)NC(=O)c1ccco1	-10%	nt	-9%	238%[activator]	nt	nt	nt	6%	nt
COc1ccc(C(=O)Nc2cc(C)on2)c(OC)c1	-4%	13%	-10%	0%	2%	29%	6%	6%	101%
CCCCNC(=O)Nc1ccc(C2SCCS2)cc1	7%	3%	-10%	27%	2%	42%	25%	-17%	7%
Cc1cccc(NC(=S)NCc2ccccc2Cl)c1C	-14%	44%	-19%	0%	-2%	46%	4%	-5%	29%
Cc1c(Cl)cccc1NC(=S)N1CCCN(Cc2ccc(F)cc2)C1	-24%	18%	-22%	-7%	-8%	60%[activator][59 µM]	-33%	-4%	29%
NC(=O)C[C@H](N)c1cn([C@@H](CC(N)=O)C(=O)N2CCNCC2)nn1	79µM*	-24%	-5%	?	nt	-15%[2.33 µM]	?	1%	nt
COc1ccc2o/c(=N/NC(=O)c3cccs3)c(C(N)=O)cc2c1	-12%	-2%	-7%	27%	-7%	-26%	-22%	-1%	1%
CN(C)CCNc1oc(COc2ccc(-c3ccccc3)cc2)nc1C#N	?	-4%	-1%	16%	-6%	45µM*	?	-20%	-18%
O=C(CCNC(=O)c1ccccc1Cl)Nc1nc2ccc(F)cc2s1	-2%	2%	6%	-18%	nt	-1%[12.7 µM]	-16%	-11%	nt
CC(=O)c1sc2nc(CSc3nnnn3-c3ccccc3)[nH]c(=O)c2c1C	-31%	3%	?	11µM*	16µM*	56µM*	?	10µM*	13µM*
CCn1c(=N)n(CC(O)COc2ccccc2)c2ccccc21 (configuration not stated)	-11%	nt	-16%[60.1 µM]	16%	-7%	-8%[59 µM]	-1%	-16%	0%
CC(C)OCCCN1CN(S(=O)(=O)c2ccccc2)c2nc3ccccc3nc21	-6%	4%	1%	10%	-5%	32µM*	?	-5%	27%
CCN(Cc1nc(-c2ccccc2)no1)C(=O)c1ccco1	-12%	25%	-10%	39%[activator]	-2%	14%	-3%	-20%	13%
Cc1cc(C)c(NC(=O)CSc2nnc(-c3ccncc3)n2Cc2ccco2)c(C)c1	-15%	-2%	-5%	27%	-5%	-28%[12.7 µM]	4%	5%	-7%
CN(CCOc1ccccc1)C(=O)c1ccc(F)c(S(=O)(=O)N2CCOCC2)c1	-9%	30%	1%	15%	nt	-6%	3%	-5%	nt
CC(C)c1ccc(NC(=O)C2CSC3(C)CCC(=O)N23)cc1 (configuration not stated)	-16%	10%	-4%	32%	2%	?	-12%	-22%	2%
O=C1CCCN1c1ccc(S(=O)(=O)Oc2ccc(Cl)cc2)cc1[N+](=O)[O-]	-34%	5%	-3%	1%	1%	-3%	?	-12%	-6%
CCCn1nc(C(=O)Nc2nnc(CC)s2)c2ccccc2c1=O	-14%	5%	-5%	157%[activator]	1%	17%	-2%	-19%	4%
CN1/C(=C\C(=O)c2cccnc2)C(C)(C)c2ccccc21	28%	-3%	4%	5%	1%	35%[activator]	9%	-15%	2%
CC(NC(=O)Cc1ccccc1[N+](=O)[O-])c1ccccc1 (configuration not stated)	nt	3%	nt	nt	2%	6%	7%	nt	11%
Cc1cc(N2CCN(C(=O)c3ccco3)CC2)c2ccccc2n1	-14%	-2%	-18%	23%	-3%	?	-14%	-1%	2%
Cc1ccccc1C(=O)N1CCc2c([nH]c3ccccc23)C1C(F)(F)F (configuration not stated)	-35%	14%	-14%	107%[activator]	-15%	?	?	-7%	?
C/C(=N/NC(=O)c1ccc(Br)o1)c1ccncc1	10%	0%	-2%	174%[activator]	1%	7%[59 µM]	-5%	-20%	-1%
COc1ccc(C2c3c(oc4cc(C)cc(C)c4c3=O)C(=O)N2Cc2ccco2)cc1OC (configuration not stated)	-2%	nt	3%	7%	2%	1%[59 µM]	1%	nt	2%
CC1=CCC(COC(=O)Nc2ccccc2)CC1 (configuration not stated)	103%[activator]	-7%	-7%	11%	-10%	37%[12.7 µM]	130%[activator]	-27%	3%
O=C(O)C(Cc1ccccc1)n1c(=S)[nH]c2ccccc2c1=O (configuration not stated)	14µM*	-2%	2%	98%[activator]	2%	?	-10%	-16%	2%
Cc1ccc2c(c1)cc1c(=O)n(CC(=O)N3CCCCC3)nc(C)n12	-13%	nt	16%	16%	-1%	6%[59 µM]	-7%	-10%	14%
O=C(c1ccc(Br)o1)N1CCN(CCc2ccncc2)CC1	-17%	53%[activator]	-1%	-15%	-3%	5%	-12%	-4%	-10%
CC1CCCCN1c1nc(-c2ccc(C(C)(C)C)cc2)nc2ccccc12 (configuration not stated)	16%	nt	1%	14%	-3%	-2%[59 µM]	6%	nt	2%
O=C(CCc1nc2ccccc2c(=O)[nH]1)NNC(=O)COc1cccc(F)c1	-18%	52%[activator]	-1%	11%	nt	-9%[59 µM]	3%	3%	nt
O=C1NC(=S)S/C1=C\c1cccc([N+](=O)[O-])c1	-28%	nt	2%	?	nt	nt	nt	?	nt
CCCCC(O)(c1ccc(CC)cc1)C(CN1CCOCC1)c1ccccc1 (configuration not stated)	3%	3%	-19%	-12%	-10%	?	-3%	-25%	8%
O=C(NCc1ccc(Cl)cc1)N1CCN(Cc2ccccc2)CC1	-5%	10%	-7%	-6%	-3%	nt	-1%	3%	24%
NC(=O)Cn1nc([N+](=O)[O-])nc1Oc1ccc(Br)cc1	-5%	0%	2%	123%[activator]	-2%	3%	-21%	-16%	7%
CC(=O)Nc1ccc(NC(=O)c2cnn(-c3ccccc3)c2C2CCN(C(=O)OC(C)(C)C)CC2)cc1	-14%	nt	5%	17%	-1%	-7%[59 µM]	nt	-13%	1%
N#CCCN(C(=O)COC(=O)c1cccc(S(=O)(=O)N2CCCC2)c1)c1ccc(F)cc1	-8%	13%	-4%	17%	-1%	14%	-11%	-22%	1%
CCOC(=O)C1=C(C)N(c2ccc(OCC)cc2)C(=O)/C1=C\c1ccco1	22µM*	8%	-13%	?	-19%	?	8.9µM*	-17%	?
C/C=C(\C)CN1CCC(n2nccc2NC(=O)c2ccc3c(c2)OCO3)CC1	-17%	6%	-14%	20%	0%	31%	-13%	-7%	1%

The closing 3 records of the part before open the next one:
compound	JMJD2A Tudor inh	APEX1 inh	POLK inh	Pol iota inh	BLM helicase inh	G9a inh	BAZ2B inh	Pol eta inh	Pol beta inh
N#CCCN(C(=O)COC(=O)c1cccc(S(=O)(=O)N2CCCC2)c1)c1ccc(F)cc1	-8%	13%	-4%	17%	-1%	14%	-11%	-22%	1%
CCOC(=O)C1=C(C)N(c2ccc(OCC)cc2)C(=O)/C1=C\c1ccco1	22µM*	8%	-13%	?	-19%	?	8.9µM*	-17%	?
C/C=C(\C)CN1CCC(n2nccc2NC(=O)c2ccc3c(c2)OCO3)CC1	-17%	6%	-14%	20%	0%	31%	-13%	-7%	1%
COCC(=O)N(Cc1cc2ccc(C)cc2[nH]c1=O)c1cccc(C)c1	-18%	9%	3%	0%	-3%	?	-15%	-10%	-8%
S=C(NC1CCCCC1)N1CCOCC1	8%	0%	8%	82%[activator]	-1%	2%	0%	-21%	1%
COC(=O)CCC(NC(=O)c1cc(-c2ccc3c(c2)OCCO3)oc1C)C(=O)OC (configuration not stated)	-14%[57.1 µM]	-4%	-12%	3%	-6%	?	?	-2%	36%
Cn1c2ccccc2n2c(=O)c(=O)n(CC(=O)c3ccc(Cl)cc3)nc12	-2%	-1%	-1%	19%	-1%	12%	1%	-7%	13%
CCC(=O)N1c2ccc(S(=O)(=O)CCC(=O)NCc3ccc4c(c3)OCO4)cc2CC1C (configuration not stated)	50µM*	-1%	1%	9%	-3%	12%[0.501 µM]	-6%	9%	15%
